D1 antag – blocks dopamine activation of the human D1 receptor. P21728. HEK293 TREx D1 cells, calcium flux, dopamine EC80; stronger effect = lower value. activity change, negative = inhibition, % at 10 µM. 360,000 compounds, 3.2% hits; in the data active = activity change below about -30%; also: % is scaled to controls: 0 for no effect and ±100 for the full control effect
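Calcium flux readout: force-coupled, inducible Hek293 Trex D1 line, cells induced overnight at 30 C with tetracycline, dye-loaded 30–90 min at RT. Antagonism scored against EC80 dopamine challenge given 180 s after compound.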
D1 agonist – human D1 receptor agonism; activation, % at 2 µM; HEK293 T-REx D1 cells, calcium flux, agonist mode; 360,000 compounds, 1% hits; AID 504660; P21728; in the data active = activation above about 30%; also: 0% is about no effect
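Tetracycline-induced HEK293 TREx D1 cells, force-coupled to calcium signalling, were dye-loaded with a no-wash calcium kit. Compound was pin-added after a 10 s baseline. Fluorescence was read kinetically at 1 cycle/s for 180 s, with calcium rises flagged as agonism.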
GRP78 ERSR act – induces the endoplasmic reticulum stress response in human glioma cells; AID 602332; U87-MG GRP78 promoter luciferase reporter, 16 h; 420,000 compounds, 0.02% hits; Potency, µM, without a hit: at the highest dose activation, usual class: activators; also: potency is read from the fitted curve at half-maximal effect; series mostly up to about 76 µM; % of control where 0% means no effect; nearly all actives have a fitted effect of over 35% in size
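ERSR induction read as luciferase luminescence (Bright-Glo, 10 min at room temperature) in stably transfected human U87-MG glioma cells exposed to compounds for 16 h, using GRP78 as sensor.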
Vif-A3F inh – blocks the Vif interaction with APOBEC3F. 390,000 compounds, 0.2% hits. Potency, µM (series often up to 46.1 µM), for inactives: at the highest dose activity, negative = active. HeLa A3F-eYFP + Vif (tagged APOBEC3F with the HIV-1 protein that degrades it), YFP fluorescence increase; also: potency is read from the fitted curve at half-maximal effect; % of control where 0% means no effect; nearly all actives have a fitted effect of over 65% in size
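HeLa cells stably expressing Vif plus C-terminally eYFP-tagged A3F were seeded, incubated overnight at 37 deg C, dosed with compound, incubated overnight again at 37 deg C. Yellow fluorescence (Ex 488/Em 500-530) reported blocked Vif-mediated A3F-eYFP degradation.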
D2 potentiator – D2 dopamine receptor (human) potentiation | potentiation, % at 10 µM | HEK293 T-REx D2, calcium flux, EC20 dopamine potentiation | P14416 | 340,000 compounds, 0.34% hits;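 active = potentiation over 3 SD above the plate norm, cut at about 30% in these data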; also: 0% is about no effect
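Primary screen. Calcium kinetics in induced HEK293 T-REx D2 cells: compound pre-addition 180 s, EC20 dopamine, 180 s more.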
RXFP1 agonist – RXFP1 (human) receptor agonism; Q9HBX9; Potency, µM (doses to about 57.5 µM), for inactives: top-dose activation, actives largely listed as activators; HEK293T-RXFP1 cAMP TR-FRET, 30 min; response scale: percent of porcine relaxin response, buffer zero; 370,000 compounds, 0.3% hits; AID 2676; also: potency is read from the fitted curve at half-maximal effect; % is scaled to controls: 0 for no effect and ±100 for the full control effect; nearly all actives have a fitted effect of over 60% in size; many of its hits are not listed in these tables
Target sequence (Q9HBX9 whole entry, looked up): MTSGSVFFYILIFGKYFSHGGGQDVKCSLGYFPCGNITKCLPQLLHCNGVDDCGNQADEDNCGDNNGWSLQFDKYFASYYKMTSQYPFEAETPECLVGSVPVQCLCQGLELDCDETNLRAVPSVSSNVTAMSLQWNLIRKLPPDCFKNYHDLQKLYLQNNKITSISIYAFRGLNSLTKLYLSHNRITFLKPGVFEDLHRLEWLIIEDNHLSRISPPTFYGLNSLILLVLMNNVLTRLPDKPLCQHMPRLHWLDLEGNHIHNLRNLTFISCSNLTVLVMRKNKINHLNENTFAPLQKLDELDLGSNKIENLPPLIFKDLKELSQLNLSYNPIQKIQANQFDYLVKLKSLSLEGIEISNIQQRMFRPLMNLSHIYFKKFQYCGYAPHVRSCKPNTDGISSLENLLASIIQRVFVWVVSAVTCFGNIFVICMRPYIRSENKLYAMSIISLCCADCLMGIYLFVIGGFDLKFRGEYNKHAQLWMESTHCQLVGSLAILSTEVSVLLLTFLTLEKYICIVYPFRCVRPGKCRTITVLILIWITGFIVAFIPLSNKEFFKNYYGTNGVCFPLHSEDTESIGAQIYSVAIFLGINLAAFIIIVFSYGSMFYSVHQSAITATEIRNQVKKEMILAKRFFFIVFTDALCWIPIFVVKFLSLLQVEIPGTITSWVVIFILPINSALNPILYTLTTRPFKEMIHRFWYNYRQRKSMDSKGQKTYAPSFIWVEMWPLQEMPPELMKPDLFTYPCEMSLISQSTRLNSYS
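Agonist response is measured as cAMP accumulation in an RXFP1-transfected HEK293T line under PDE4 inhibition. Values are scaled between buffer-only and 29 nM porcine relaxin, and EC50s come from standard Hill equation fits.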
Vif-APOBEC3G blk – inhibitors of Vif-APOBEC3G interaction; Q9HC16; HeLa A3G-eYFP + Vif (tagged APOBEC3G with the HIV-1 protein that degrades it), YFP fluorescence, overnight; Potency, µM (series often up to 46.1 µM), for inactives: top-dose activity, negative = active, usual class: inhibitors; 410,000 compounds, 0.076% hits; AID 602310;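 also: potency is read from the fitted curve at half-maximal effect; % is scaled to controls: 0 for no effect and ±100 for the full control effect; nearly all actives have a fitted effect of over 60% in size; hits raise eYFP signal because A3G escapes Vif-driven loss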
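HeLa cells stably expressing Vif and C-terminally eYFP-tagged A3G, seeded overnight at 37 deg C, then exposed to compound by pintool overnight at 37 deg C. Rise in yellow fluorescence (Ex 488/Em 500-530, Acumen) marks blocked Vif-driven A3G degradation.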
D1 potentiator – enhances dopamine response at the human D1 receptor; potentiation, % at 10 µM; 360,000 compounds, 0.036% hits; AID 504651; HEK293 TREx D1 cells, calcium flux, dopamine EC20 potentiation; in the data active = potentiation above about 30%; also: 0% is about no effect
RXFP1 antagonist – antagonists of human relaxin receptor RXFP1. activity change, negative = inhibition, % at 57.5 µM. Q9HBX9. 350,000 compounds, 0.59% hits. HEK293-RXFP1, relaxin-stimulated cAMP HTRF, 30 min; stronger effect = lower value. AID 1259400;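 active = activity change of -60% or lower, but not beyond a set lower limit; inconclusive = change between -60% and -40%, or beyond the set limit; inactive = change above -40%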; also: % is scaled to controls: 0 for no effect and ±100 for the full control effect
Starred values were filed as active, the others as inactive; ? = inconclusive; · = no result given; & = joins results of further samples; ! = a repeat was not active. Unless noted, calls follow the shape of the dose curve; as a rule, active = well fitted curve in the direction sought with a large enough effect; inconclusive = small, poorly fitted or top-dose-only effect, or another doubt; inactive = no such curve, though single readings can be large; an effect the other way counts as inactive or inconclusive. Only part of the results is shown; count on the stated rates, not on these rows.

SMILES	D1 antag	D1 agonist	GRP78 ERSR act	Vif-A3F inh	D2 potentiator	RXFP1 agonist	Vif-APOBEC3G blk	D1 potentiator	RXFP1 antagonist
Cc1csc(NC(=O)CCc2nc3ccccc3s2)n1	-14	1	1%	-20%	6	-0.8%	-11%	-5	0
C=CCn1c(SCC#N)nnc1-c1ccc2ncccc2c1	-11	1	-6%	2%	6	6.7%	-1%	-2	·
COc1ccc(CC(=O)Nc2cccc(/C(C)=N/NC(=O)C3(C)CC3(Br)Br)c2)cc1 (centres undefined)	2	12	0%	1%	-5	3.3%	3%	-3	6
CCOc1cc(CO)cc(Br)c1OCC(=O)Nc1ccccc1C	-28	2	0%	-6%	-5	-1.6%	-7%	-6	-3
O=C(CSc1ccccn1)Nc1ccc(Br)cn1	11	0	4%	7%	-9	-0.6%	-6%	2	-3
O=C(CC1C=CCC1)Nc1ccccc1 (centres undefined)	·	·	1%	3%	·	·	0%	·	0
Cc1ccccc1C#N	·	2	-1%	0%	10	2.0%	-1%	-1	·
CC(=O)Nc1ccc(S(=O)(=O)NCc2csc(C)n2)cc1	17	-2	-2%	-8%	17	1.1%	0%	-8	-6
CC1CC(=O)N(Cc2ccccc2)c2ccccc2N1C=O (centres undefined)	11	2	-1%	-5%	-5	0.8%	1%	-2	7
Clc1ccc(-c2noc3ncnc(N4CCCCC4)c23)cc1	-5	1	-2%	-5%	-1	0.2%	-3%	3	·
Cc1ccc(/C=N/Nc2nc3ccccc3[nH]2)s1	-4	0	?	-7%	-4	-2.1%	-16%	-6	·
O=C(O)/C=C\C(=O)Nc1ccc(F)c(F)c1F	-2	1	-3%	2%	10	-1.3%	-4%	2	8
CCNc1nc(NCC)n2c(SCC(=O)O)nnc2n1	12	2	-4%	-5%	-13	1.0%	3%	-3	-6
C=CCn1cc(C(=O)NCc2ccc3c(c2)OCO3)c(=O)c2cc(S(=O)(=O)N(CC)CC)ccc21	-20	6	-8%	-20%	17	1.6%	-1%	-8	-3
CCOc1ccccc1NC(=O)c1nc(S(=O)(=O)Cc2cccc(C)c2)ncc1Cl	-31*!	2&-1	-2%&-6%	1%&-16%	7&4	-0.1%&-1.8%	1%&1%	-5&-2	-4
COCCNC(=O)C1=C(N)C(C(=O)Nc2ccc(C)c(S(=O)(=O)N3CCCCC3)c2)SC1=Nc1ccc(C)cc1C (centres undefined)	10	3	5%	-7%	·	-1.0%	0%	3	-4
Cn1c(N)c(C(=O)c2cc(-c3ccncc3)nc3ccccc23)c(=O)n(C)c1=O	-7	2	-2%	-6%	5	-0.4%	0%	4	-21
C[c-]1[c-](C)[c-](C)[c-](C)[c-]1C.[Fe].c1cc2nccc(N3CCCC3)[c-]2c1 (centres undefined)	-12&-25	7&2	-4%&-6%	-3%&0%	8&6	0.1%&-1.7%	5%&5%	-1&-4	·
Cc1ccc(S(=O)(=O)N(C)CC(=O)OCC(=O)N2CCCC2=O)cc1	8	3	-4%	0%	-15	-0.4%	-6%	-2	-11
CCOc1ccc(Nc2nc(C)c(NC(=O)c3cccc(F)c3)c(Nc3ccc(OCC)cc3)n2)cc1	-3	3	-8%	-26%	-6	2.7%	-17%	0	?
COC(=O)c1ccc(C2=NOC(C)(c3sc(-c4ccccc4)nc3C)C2)cc1 (centres undefined)	8	3	5%	0%	19	0.0%	-2%	0	·
COc1ccc(C=O)cc1C1=CC(=O)C[C@H](c2ccc(Cl)cc2)C1	-7	3	-4%	1%	·	1.3%	-11%	1	·
O=C(Cn1cc(C(F)(F)F)ccc1=O)Nc1ccc2c(c1)OCCO2	·	·	-3%	-4%	·	·	-1%	·	-8
C=Cc1ccc(Cn2c(SCC(=O)N3CCN(c4ccc(F)cc4)CC3)nc3ccccc32)cc1	7	2	-5%	-18%	1	5.6%	1%	-5	-6
COc1ccccc1-c1cc(C(F)(F)F)nc(NCc2cccs2)n1	21	9	-4%	-6%	14	2.3%	-6%	-2	-15
COc1cccc(NC(=O)NC2CC(=O)N(c3ccc4c(c3)OCCO4)C2)c1 (centres undefined)	-18	4	2%	5%	-2	0.1%	0%	-4	-1
O=C(Cn1cc(S(=O)(=O)N2CCN(c3ccccc3F)CC2)c2ccccc2c1=O)NCCCN1CCCCCC1	10	0	-3%	?	-9	-0.7%	1%	-4	16
Cc1ccnc(NC2c3ccccc3C(=O)N2Cc2ccccc2Cl)c1 (centres undefined)	-4	2	-3%	1%	8	-1.1%	1%	-1	-1
CCC(C)NC(=O)C1c2ccccc2Oc2ccccc21 (centres undefined)	-11	1	-3%	8%	-3	-1.8%	-4%	10	-1
Cc1ccc(-c2cc(C(=O)Nc3nn[nH]n3)c3ccccc3n2)c(C)c1	3	1	-1%	0%	-8	0.2%	1%	-4	5
COc1cccc(/C=C/C(=O)OCC(=O)c2ccc(C)c(C)c2)c1OC	1	8	4%	1%	2	0.4%	3%	-8	0
CN1C(=O)CC(N2CCN(c3ccccn3)CC2)C1=O (centres undefined)	6	4	-3%	0%	1	0.4%	1%	3	0
O=C(NCCc1ccccc1)c1cc(Nc2ccccc2)nc2ccccc12	-1	1	-2%	1%	6	8.2%	0%	-4	6
O=C(CCC(=O)NNC(=O)Cc1ccccc1)NCc1ccccc1	-8	3	-4%	-4%	6	-0.4%	0%	-6	-12
O=C(c1cccc(S(=O)(=O)N2CCOCC2)c1)N1CCN(S(=O)(=O)c2cccc([N+](=O)[O-])c2)CC1	-5	1	-4%	4%	3	0.0%	0%	1	1
CCC(CC)C(=O)N1CCc2cc(OC)c(OC)cc2C1COc1ccccc1OC (centres undefined)	14	-2	-1%	8%	6	-1.4%	-3%	2	·
c1ccc(C(NCCNC(c2ccccc2)c2ccccc2)c2ccccc2)cc1	47	4	-3%&1%&-7%	?	·	-0.4%	5%	9	-6
CSCCC(NC(=O)c1ccco1)C(=O)N1CCN(C(c2ccccc2)c2ccccc2)CC1 (centres undefined)	2	4	-2%	-1%	11	-0.6%	-11%	2	1
CCN(CC(=O)NCc1ccc(Cl)cc1)C(=O)Cc1ccccc1[N+](=O)[O-]	-25	6	7%	-2%	17	0.9%	2%	-6	14
COc1ccc(S(=O)(=O)n2nc(OC(=O)c3c(-c4ccccc4Cl)noc3C)cc2N)cc1	-5	1	12%	·	11	2.5%	-22%	3	-1
CC(=O)OCC(=O)C1=CCC2C3CCC4=CC(=O)C=CC4(C)C3(F)C(OC(C)=O)CC12C (centres undefined)	-7	-1	-6%	6%	7	3.1%	4%	5	-3
O=S(=O)(c1ccc(S(=O)(=O)N2CCCN(Cc3ccccc3)C2)cc1)N1CCCCCC1	-3	6	-2%	-14%	2	1.6%	-2%	2	7
O=C(Oc1cccc(Oc2ccccc2)c1)N1CCOCC1	17	6	5%	-12%	7	-0.2%	0%	-3	10
CCOc1ccccc1OCC(=O)Nc1ccc(S(=O)(=O)N(C)C)cc1	-5	7	-3%	-4%	-6	0.2%	-3%	-9	-11
O=C(Nc1cccc(-c2cccc(Cl)c2)c1)C1CCN(Cc2ccon2)CC1	-1	16	-5%	-18%	-16	-4.2%	0%	-2	-29
O=C(Cn1ccc(=O)[nH]c1=O)Nc1ccc(C(=O)O)c(O)c1	-8	4	-4%	3%	12	7.2%	3%	-7	3
CC(=O)C12OC1CC1C3CCC4=CC(=O)CCC4(C)C3CCC12C (centres undefined)	-29	1	0%	-2%	-3	-1.0%	0%	-11	-6
O=C(NCCN1CCCC1)c1ccc(Cn2c(=S)[nH]c3ccc(Br)cc3c2=O)cc1	28	-1	-5%	2%	-13	3.8%	0%	3	-17
COc1cc(OC)cc(C(=O)NCC(=O)N2CCC(C)CC2)c1	-7	1	-2%	0%	-4	-1.3%	1%	0	-6
COc1ccccc1OCCC(=O)OCC(=O)NCc1ccc(F)cc1	·	·	0%	3%	·	·	-1%	·	0
COc1ccc(C(=O)CC(=O)Nc2ccc([N+](=O)[O-])cc2)cc1	-13	5	-1%	-2%	8	-0.4%	0%	1	-5
CSc1ccccc1COC(=O)Nc1ccccc1C	-2	2	4%	4%	-2	1.0%	4%	-5	0
COc1cccc(NCc2nnc(SCC(=O)N(C)C3CCS(=O)(=O)C3)n2C2CCCCC2)c1 (centres undefined)	6	3	6%	-1%	-15	1.5%	1%	-8	6
CCOC(=O)c1ccccc1NC(=S)N1CCC(N2CCCCC2)CC1	-14	4	-6%	-7%	10	0.8%	-6%	0	-2
COc1ccc(S(=O)(=O)NCCc2csc(C)n2)cc1C	-4	1	-1%	-9%	0	0.4%	4%	1	-3
CCC(=O)Nc1ccc(C2=Nn3c(nnc3C(C)C)SC2)cc1	10	0	-2%	4%	-2	-0.9%	1%	-7	-2
O=C(Nc1ccc(S(=O)(=O)Nc2ncccn2)cc1)c1ccccc1NS(=O)(=O)c1ccc(F)cc1	-3	1	-2%	2%	10	7.2%	10%	17	-11
CC(C)c1cc(-c2cc(C(=O)NCc3ccccc3)on2)nc(NC2CCCC2)n1	39	6	-2%	-2%	-5	0.0%	0%	2	·
CC(C)(C)C1CCC(C(=O)OCC(=O)N2CCN(C(=O)c3ccco3)CC2)CC1 (centres undefined)	16	3	-3%	-11%	4	0.3%	0%	-9	-10
Cc1onc(-c2c(F)cccc2Cl)c1C(=O)O/N=C(\N)c1ccc([N+](=O)[O-])o1	0	0	0%	5%	-3	1.6%	22µM*	-1	-13
Cc1cc(C)cc(N(CC(=O)Nc2c(C)n(C)n(-c3ccccc3)c2=O)S(C)(=O)=O)c1	6	2	-3%	1%	1	0.6%	0%	-6	8

Shown with values under each structure: entries from further up.
Each structure is followed by: D1 antag | D1 agonist | GRP78 ERSR act | Vif-A3F inh | D2 potentiator | RXFP1 agonist | Vif-APOBEC3G blk | D1 potentiator | RXFP1 antagonist
O=C(NCCN1CCCC1)c1ccc(Cn2c(=S)[nH]c3ccc(Br)cc3c2=O)cc1
    28 | -1 | -5% | 2% | -13 | 3.8% | 0% | 3 | -17
COc1cc(OC)cc(C(=O)NCC(=O)N2CCC(C)CC2)c1
    -7 | 1 | -2% | 0% | -4 | -1.3% | 1% | 0 | -6

High-throughput results from PubChem BioAssay.
